Menin MLL FP TR – displaces Texas Red mutant MLL peptide from human menin; O00255; Menin + Texas Red MLL mutant peptide, fluorescence polarization; Potency, µM (highest dose often 61.6 µM), inactives show at the top dose FP activity change, negative = inhibition, most hits filed as inhibitors; 270,000 compounds, 0.23% hits; active means well fitted inhibition curve with a large enough effect in the polarisation, with a control signal flat, not every such curve was filed as active; inconclusive means small, poorly fitted or top-dose-only effect, or effect the other way, or a change in a side signal; inactive means no such curve, though single readings can be large or run the other way; the % refers to the polarisation; further: potency means the concentration at half of the fitted maximal effect; % of control where 0% means no effect; many of its hits are not listed in these tables
B2AR arrestin – recruits beta-arrestin to the human beta2-adrenergic receptor. P07550. beta-arrestin recruitment to beta2AR, cell-based reporter. Potency, µM (doses to about 46.1 µM), for the others: at the highest dose activation, most hits filed as activators. 330,000 compounds, 0.02% hits;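 further: potency means the concentration at half of the fitted maximal effect; 0% = DMSO controls and full agonism = EC100 isoproterenol or metaproterenol; nearly all actives have a fitted effect of over 65% in size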
Target sequence (P07550 whole entry, looked up): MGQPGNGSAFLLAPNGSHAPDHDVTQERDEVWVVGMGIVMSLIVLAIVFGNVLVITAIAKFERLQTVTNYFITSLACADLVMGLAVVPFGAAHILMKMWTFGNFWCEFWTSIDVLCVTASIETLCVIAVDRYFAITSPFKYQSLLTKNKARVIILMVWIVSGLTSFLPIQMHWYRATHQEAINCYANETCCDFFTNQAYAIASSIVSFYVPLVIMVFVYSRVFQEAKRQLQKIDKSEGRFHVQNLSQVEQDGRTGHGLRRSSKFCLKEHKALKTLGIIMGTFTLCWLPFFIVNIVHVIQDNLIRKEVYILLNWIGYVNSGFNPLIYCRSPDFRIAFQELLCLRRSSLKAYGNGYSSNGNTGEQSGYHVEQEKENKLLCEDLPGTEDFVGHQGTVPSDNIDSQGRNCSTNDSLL
Giardia kill – Giardia lamblia killing. 340,000 compounds, 0.15% hits. activity change, % at 7.66 µM, hits read low. Giardia lamblia trophozoite viability; in the data active means activity change below about -80%; inconclusive means between about -30% and that limit;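 further: parasites exposed to compound for two days anaerobically before the ATP read; on the % scale 0 is the no-effect control and ±100 the full control effect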
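Each well holds 100 Giardia trophozoites and compound. After two days (48 hrs) at 37 deg C in anaerobic conditions, ATP is quantified by luminescence.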
GALK inhibitor – blocks human galactokinase activity | P51570 | Purified GALK, Kinase-Glo residual ATP luminescence | Potency, µM (highest dose often 57.5 µM), without a hit: top-dose activity change, negative = inhibition, usual class: inhibitors | 270,000 compounds, 0.007% hits | AID 1868; further: potency means the concentration at half of the fitted maximal effect; on the % scale 0 is the no-effect control and ±100 the full control effect
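ATP-depletion format; final 35 uM ATP, 100 uM D-galactose, 5 nM enzyme; pH 8.0 HEPES/Mg2+ buffer; 60 min RT; luminescence read 10 min after detection reagent.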
a7 integrin act – integrin-mediated muscular dystrophy alleviation activation; alpha7betagal myoblasts, beta-gal FDG fluorescence, 48 h; Potency, µM (series often up to 38.3 µM), for inactives: top-dose activation, hits mostly activators; 350,000 compounds, 0.064% hits; AID 624291;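 further: potency means the concentration at half of the fitted maximal effect; 100% = response of the positive control SU9516; nearly all actives have a fitted effect of over 60% in size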
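alpha7betagal+/- myoblasts (passage 13, 250/well) treated 48 h at 37C with compounds at 1:260 dilution of DMSO stock. Lysed, then beta-galactosidase activity read as FDG fluorescence (ex 480/em 540) after 30 min, with pre-read for autofluorescence.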
Tb PFK block – blocks T. brucei phosphofructokinase | O15648 | T. brucei PFK, ADP-Glo luminescence | Potency, µM (highest dose often 57.5 µM), for the others: top-dose activity, negative = inhibition, most hits filed as inhibitors | 330,000 compounds, 0.17% hits;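 further: potency means the concentration at half of the fitted maximal effect; 0% = uninhibited 1x PFK enzyme wells and -100% = no-enzyme wells; nearly all actives have a fitted effect of over 60% in size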
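Compounds were pin-transferred as a titration series up to 57 uM into substrate buffer (0.5 mM F6P, 0.1 mM ATP, pH 8.0), then 1.25 nM PFK was added and reactions ran 45 min before ADP-Glo detection.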
PKM2 activator – increases activity of human pyruvate kinase M2. purified PKM2, Kinase-Glo ATP luminescence, activation; response scale: 0% is enzyme alone, no compound. Potency, µM (top dose mostly 57.5 µM), for inactives: at the top dose activation, usual class: activators. AID 1631. 260,000 compounds, 0.34% hits. P14618; further: potency means the concentration at half of the fitted maximal effect; on the % scale 0 is the no-effect control and ±100 the full control effect; nearly all actives have a fitted effect of over 55% in size
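Kinase-Glo luminescence reports ATP generated from ADP (0.1 mM) and PEP (0.5 mM) by purified hPK-M2 after 1 h at room temperature, pH 7.2 imidazole buffer; intermediate enzyme activity allows detecting inhibitors and activators.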
S-ASM inh – blocks human secretory acid sphingomyelinase; placental ASM, HMU-PC fluorogenic substrate, 60 min; Potency, µM (titrated, usually from 57.5 µM), without a hit: at the top dose activity change, negative = inhibition, usual class: inhibitors; 340,000 compounds, 0.006% hits; AID 504937; further: potency means the concentration at half of the fitted maximal effect
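HMU-PC0 cleavage (9 uM final) by human placental ASM, 60 min at 37 °C following 10 min compound exposure at RT; stopped at pH 10, fluorescence Ex 386/Em 447 nm.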
Chronic BCR inh – chronic active BCR signaling inhibition | AID 493014 | Potency, µM (titrated, usually from 46.1 µM), for the others: at the top dose ratio change, negative = lower green/red ratio, actives largely listed as inhibitors | ABC-DLBCL IkBa-CBG/CBR reporter, luminescence ratio, 4 h | 340,000 compounds, 0.05% hits; active means well fitted inhibition curve with a large enough effect in the signal ratio, with a control signal flat, not every such curve was filed as active; inconclusive means small, poorly fitted or top-dose-only effect, or effect the other way, or a change in a side signal; the % refers to the signal ratio;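 further: potency means the concentration at half of the fitted maximal effect; plate controls were basal doxycycline-induced cells for no effect and cells given 10 µM MG132 for full effect; MG132 reads +100%, hits lower the ratio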
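TMD8 human ABC-DLBCL cells with doxycycline-inducible IκBα–green luciferase fusion and unfused red luciferase, in 0.5% FBS medium; compounds up to 46 uM, 4 h at 37C. Green/red luminescence ratio, filter-overlap corrected, fitted to concentration-response curves.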
FBPA coupling cs – inhibits coupling enzyme system, counter-screen for aldolase hits | coupling enzyme system counterscreen, AmpLite Red fluorescence | activity change, negative = inhibition, % at 58.2 µM, hits read low | 290,000 compounds, 0.67% hits | AID 2472; in the data active means activity change below about -30%; further: on the % scale 0 is the no-effect control and ±100 the full control effect
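First, compound is pin-transferred into glyceraldehyde-3-phosphate coupling-enzyme reagent at 57.5 uM final and held 10 min at RT. Next, substrate, coupling system and AmpLite Red are added. After 20 min RT, fluorescence (525/598 nm) is read.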
PTAP TSG101 blk – blocks PTAP/TSG101 interaction to inhibit HIV-1 budding; Q99816; Fluorescence polarization, FITC-PTAP peptide / Tsg101 binding; Potency, µM (highest dose often 115 µM), inactives show at the top dose activity change, negative = inhibition, usual class: inhibitors; 340,000 tested, under 10 active; AID 493005; active means well fitted inhibition curve with a large enough effect in the main read-out, with a control signal flat, not every such curve was filed as active; inconclusive means small, poorly fitted or top-dose-only effect, or effect the other way, or a change in a side signal; inactive means no such curve, though single readings can be large or run the other way; further: potency means the concentration at half of the fitted maximal effect; % of control where 0% means no effect
Target sequence (Q99816 whole entry, looked up): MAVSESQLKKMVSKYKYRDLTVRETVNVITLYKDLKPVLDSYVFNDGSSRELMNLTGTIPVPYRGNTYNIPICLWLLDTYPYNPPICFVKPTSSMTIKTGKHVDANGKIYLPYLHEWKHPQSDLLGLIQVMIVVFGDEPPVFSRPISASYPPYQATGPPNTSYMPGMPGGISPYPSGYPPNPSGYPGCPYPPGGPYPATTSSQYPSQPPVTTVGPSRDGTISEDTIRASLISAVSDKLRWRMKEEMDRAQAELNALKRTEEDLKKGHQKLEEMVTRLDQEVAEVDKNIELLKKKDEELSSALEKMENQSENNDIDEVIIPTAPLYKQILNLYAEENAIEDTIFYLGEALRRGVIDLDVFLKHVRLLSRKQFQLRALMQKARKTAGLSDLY
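Tsg101 binding domain (10 uM final) was mixed with compound and a FITC-labeled PTAP peptide (50 nM final) in HEPES pH 7.5 buffer with NaCl, Tween 20, EDTA and TCEP; fluorescence polarization was read after 20 min at r.t.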
The depositor's hits bear a star; ? = inconclusive; / = not tested or not shown; [ ] = remark or other dose. Unless noted, the call rests on the fitted dose curve; in most records, active means well fitted curve in the direction sought with a large enough effect; inconclusive means small, poorly fitted or top-dose-only effect, or another doubt; inactive means no such curve, though single readings can be large; an effect the other way counts as inactive or inconclusive. An excerpt; the hit share may differ from the screen's.

SMILES	Menin MLL FP TR	S-ASM inh	PTAP TSG101 blk	PKM2 activator	a7 integrin act	Giardia kill	Tb PFK block	FBPA coupling cs	Chronic BCR inh	B2AR arrestin	GALK inhibitor
CSCCC(NC(=O)c1cccc(C)c1)C(=O)NCc1cccs1 (stereo not given)	/	3%	-3%	/	4%	33[activator]	0%	/	0%	0.1%	/
OC(CN1CCCC(C(F)(F)F)C1)c1ccccc1 (stereo not given)	-1%	-1%	-11%	1%	-3%	-13	-2%	0	0%	-0.4%	10%
Cc1onc(-c2ccccc2Cl)c1C(=O)Nc1ccc(-n2nncc2C(C)(C)C)cc1	2%	-9%	-2%	-2%	19%	-9	-1%	-1	11%	0.1%	0%
CCc1cccc(C)c1NC(=S)N(CCCN1CCOCC1)Cc1cccnc1	-10%	-1%	-1%	5%	-13%	14	5%	1	3%	0.0%	0%
OCC[C@H]1C[C@@H](O)[C@H](O)[C@@]2(OCCc3ccccc32)O1	/	0%	1%	/	2%	22	-4%	/	-3%	-0.1%	/
CCOC(=O)c1c(NC(=O)COC(=O)/C=C/c2ccco2)sc2c1CC(C)(C)NC2(C)C	/	-2%	-4%	/	-58%[inhibitor]	-20	6%	/	0%	0.1%	/
CCCN(CCC)C(=O)C1CC(=O)OC12CCCCC2 (stereo not given)	-2%	2%	1%	-2%	3%	28	1%	2	?	-0.1%	5%
O=C(CSc1ncccn1)NC(=O)Cc1ccccc1	/	5%	2%	/	18%	-13	-2%	/	3%	0.3%	/
Cc1ccc(N(CC(=O)Nc2ccc(F)cc2)S(=O)(=O)N2CCCC2)cc1	-4%	0%	-2%	-10%	-29%	-12	/	0	/	/	0%
CCOn1c(SCC)nc2ccccc2c1=O	-1%	-2%	-7%	9%	-15%	6	-8%	9	7%	0.1%	-1%
CN(CCO)c1ccc([N+](=O)[O-])cc1C(=O)O	8%	-2%	-8%	2%	4%	-8	1%	6	1%	0.1%	0%
CCOc1cc(/C=N\Nc2nc(-c3ccc(C)cc3)c(NC(C)=O)s2)ccc1O	/	26%	-2%	?	14%	20	-5%	-4	?	?	0%
COc1ccc(NS(=O)(=O)c2cc(C)ccc2NC(=O)c2cc(C)oc2C)cc1	2%	-19%	0%	-18%	12%	-17	-17%	1	?	-0.4%	1%
C/C=C(\C)c1nnc(NC(=O)C(C)C)s1	4%	-2%	-7%	8%	0%	13	0%	2	5%	-0.1%	2%
COc1ccc(C)cc1NC(=O)CSc1nnc(-c2ccco2)n1N	0%	7%	-2%	1%	3%	-16	-5%	6	0%	-0.3%	1%
CCOC(=O)c1c(S(=O)(=O)NCC(=O)N2CCN(c3cccc(OC)c3)CC2)c(C)n(C)c1C	-11%	4%	-7%	/	15%	-3	-4%	0	2%	4.0%	0%
O=C(O)CCC(=O)N1CCc2cc(S(=O)(=O)N3CCN(c4ccc(F)cc4)CC3)ccc21	27%	6%	1%	-16%	-10%	-1	?	17	?	0.1%	2%
CCC(C)(C(=O)NC1CCCCC1)N(C(=O)CNC(=O)c1ccccc1)c1c(C)n(C)n(-c2ccccc2)c1=O (stereo not given)	-7%	-1%	0%	5%	-3%	4	-1%	2	-2%	-0.1%	2%
COC(=O)C(C)Sc1nc2ccsc2c(=O)n1Cc1ccccc1 (stereo not given)	0%	-3%	-1%	-1%	-20%	-3	3%	4	13%	-0.1%	-1%
C#CCOC(=O)c1ccccc1C(=O)OCC#C	6%	2%	-2%	-4%	-3%	6	-1%	1	2%	0.1%	7%
CC(=O)Nc1cccc(NS(=O)(=O)c2c(C)noc2C)c1	/	6%	1%	/	13%	-13	4%	/	?	0.2%	/
O=C(c1ccc2ccccc2n1)N1CCN(c2ccccn2)CC1	8%	4%	-4%	2%	0%	-27	0%	-2	-2%	-1.0%	8%
COc1ccc(OCC(=O)NCCCNC(=O)COc2ccc(OC)cc2)cc1	/	-1%	-4%	/	-23%	0	-10%	/	-9%	-0.2%	/
O=C(CCOc1ccccc1)Nc1cccc([N+](=O)[O-])c1	?	0%	0%	0%	-13%	14	-3%	1	-3%	-0.1%	2%
CCN(CC)S(=O)(=O)c1cccc(C(=O)N/N=C/c2cc(OC)c(O)c(OC)c2)c1	10%	-1%	-2%	-4%	-1%	15	-3%	-1	-9%	0.2%	-1%
O=S(=O)(NCc1ccccc1)c1ccc(S(=O)(=O)N2CCCCC2)cc1	-10%	-5%	-9%	-2%	8%[7.66 µM]	7	14%	5	1%	0.1%	0%
COc1ccc(N2CCN(c3ccc([N+](=O)[O-])cc3Cl)CC2)cc1	2%	4%	-3%	2%	?	-25	0%	-1	0%	0.3%	2%
CCOC(=O)C1CCN(C(=O)c2ccccc2N(C)S(C)(=O)=O)CC1	6%	6%	-2%	-6%	25%	-4	-2%	-1	2%	0.3%	4%
CC1CCc2sc(C(=O)NNS(=O)(=O)c3ccc(F)c(F)c3F)cc2C1 (stereo not given)	/	-10%	-3%	/	4%	-1	-4%	/	17%	-0.9%	/
Cc1ccc(S(=O)(=O)N(CC(=O)NCc2ccncc2)Cc2ccccc2F)cc1	/	1%	1%	/	-108%[inhibitor]	7	-1%	1	3%	-0.6%	-3%
CCc1ccc(-c2nc(CS(=O)CC(=O)NCc3ccc4c(c3)OCO4)c(C)o2)cc1 (stereo not given)	/	-5%	-3%	/	-25%	0	3%	/	1%	0.1%	-3%
COc1cc(C2c3c(-c4cc(Cl)c(C)cc4O)n[nH]c3C(=O)N2Cc2cccnc2)ccc1O (stereo not given)	21%	-7%	-3%	4%	-5%	9	3%	1	?	-0.2%	-3%
CC(=O)c1c(C)[nH]c(C(=O)COC(=O)c2cccs2)c1C	/	-1%	0%	/	9%	-6	1%	/	-3%	-0.3%	/
CCN(Cc1ccc(N(C)C)cc1)C(C)C(=O)Nc1ccc(S(=O)(=O)N2CCCC2)cc1 (stereo not given)	/	1%	-2%	/	7%	2	-10%	/	1%	0.0%	/
O=C(COc1ccc2c3c(c(=O)oc2c1)CCC3)c1ccc2c(c1)OCO2	15%	27%	-6%	2%	-3%	-1	7%	0	0%	-1.2%	1%
Cc1nn(-c2ccccc2)c(C)c1-c1ccccc1O	-27%	-3%	-5%	-3%	14%	-22	-1%	0	?	-1.7%	-2%
O=C(NNC(=O)C1C2C=CC(C2)C1C(=O)O)c1ccccc1 (stereo not given)	2%	3%	0%	5%	3%	-29	0%	1	/	0.1%	9%
O=C(Cc1ccc(-n2c(=O)c3ccccc3n(CC(=O)Nc3ccc(F)cc3F)c2=O)cc1)NCc1ccco1	-16%	-2%	-6%	0%	-32%	-5	1%	1	-9%	-0.2%	-2%
COc1ccc(OCC(O)Cn2c(Nc3cccc(C)c3)nc3c2c(=O)n(C)c(=O)n3C)cc1 (stereo not given)	-23%	-25%	-5%	-3%	7%	-8	0%	2	-4%	-0.4%	/
CC1CC2=C(C(=O)O1)C(c1ccc(Cl)cc1)Nc1ccccc1N2 (stereo not given)	-2%	-1%	-1%	1%	-4%	9	3%	0	4%	0.4%	0%
Cn1c(=O)[nH]c(=O)c2c1nc(Br)n2CCC(=O)c1ccccc1	2%	-6%	-3%	15%	1%	-13	1%	1	2%	2.9%	5%
CCOC(=O)C1(CC2CC2)CCN(Cc2ccc(OC)cc2F)CC1	30%[activator]	3%	0%	-14%	-30%	9	-4%	-2	-32%	0.2%	7%
Cc1ccc(OCc2n[nH]c(=S)n2-c2ccc(Br)cc2)cc1	-21%	-6%	-9%	0%	6%	48[activator]	6%	7	-1%	9.1%	-5%

High-throughput results deposited in PubChem BioAssay by National Center for Advancing Translational Sciences (NCATS).
